Bioassay records deposited in PubChem BioAssay by Broad Institute.
Rtt109 HAT inh: C. albicans Rtt109 histone acetyltransferase inhibition; purified Rtt109/Vps75, ThioGlo CoA-SH fluorescence, 4 h; inhibition, % at 34.9 µM; hit rate 0.16% among 330,000; Q5AAJ8; AID 540336;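 active = inhibition of at least 50% in every replicate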
NSD2 inh: NSD2 (human) methyltransferase inhibition. O96028. hit rate 0.54% among 310,000. NSD2 peptide methylation, AlphaScreen, 120 min. AID 743445. inhibition, % at 12.5 µM; in the data active = inhibition above about 50%
Target sequence (O96028 whole entry, looked up): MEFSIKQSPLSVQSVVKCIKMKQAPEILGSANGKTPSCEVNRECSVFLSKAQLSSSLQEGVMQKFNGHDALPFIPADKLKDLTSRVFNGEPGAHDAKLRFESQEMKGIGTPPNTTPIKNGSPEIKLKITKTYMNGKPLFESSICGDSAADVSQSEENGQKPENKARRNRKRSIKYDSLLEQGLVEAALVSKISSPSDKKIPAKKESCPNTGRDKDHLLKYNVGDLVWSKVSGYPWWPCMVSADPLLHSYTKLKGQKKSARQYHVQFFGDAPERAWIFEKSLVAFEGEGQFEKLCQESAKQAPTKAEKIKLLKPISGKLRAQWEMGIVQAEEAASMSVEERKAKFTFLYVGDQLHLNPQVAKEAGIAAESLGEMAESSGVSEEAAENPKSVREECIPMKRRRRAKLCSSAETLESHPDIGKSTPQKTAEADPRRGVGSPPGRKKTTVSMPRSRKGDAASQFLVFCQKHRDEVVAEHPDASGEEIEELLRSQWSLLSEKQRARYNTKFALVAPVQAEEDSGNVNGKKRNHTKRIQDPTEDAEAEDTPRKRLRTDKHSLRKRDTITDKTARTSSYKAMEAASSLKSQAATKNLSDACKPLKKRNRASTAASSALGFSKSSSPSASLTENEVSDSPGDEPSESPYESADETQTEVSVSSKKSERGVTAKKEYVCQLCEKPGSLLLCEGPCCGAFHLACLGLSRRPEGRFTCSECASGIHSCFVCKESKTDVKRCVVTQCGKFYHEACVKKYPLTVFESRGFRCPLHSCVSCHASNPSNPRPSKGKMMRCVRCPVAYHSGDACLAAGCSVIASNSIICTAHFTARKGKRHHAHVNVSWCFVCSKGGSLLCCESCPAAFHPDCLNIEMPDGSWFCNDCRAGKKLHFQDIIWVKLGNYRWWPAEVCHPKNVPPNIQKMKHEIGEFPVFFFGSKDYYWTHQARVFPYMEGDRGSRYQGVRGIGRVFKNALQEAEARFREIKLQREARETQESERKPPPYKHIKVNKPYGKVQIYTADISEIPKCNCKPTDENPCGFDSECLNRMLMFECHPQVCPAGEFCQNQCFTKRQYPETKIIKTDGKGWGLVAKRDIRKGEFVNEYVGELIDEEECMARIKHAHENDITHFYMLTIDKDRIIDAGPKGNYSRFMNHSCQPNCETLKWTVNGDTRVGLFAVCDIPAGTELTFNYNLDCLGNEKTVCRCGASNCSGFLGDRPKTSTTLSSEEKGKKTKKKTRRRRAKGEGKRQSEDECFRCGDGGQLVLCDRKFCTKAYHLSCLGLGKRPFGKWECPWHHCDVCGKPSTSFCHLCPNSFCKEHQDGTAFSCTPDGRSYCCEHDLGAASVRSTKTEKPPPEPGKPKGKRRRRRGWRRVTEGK
PfHsp90 yeast 2: reduces growth (ATP signal) of yeast expressing P. falciparum Hsp90; S. cerevisiae expressing PfHsp90, BacTiter-Glo ATP, 48 h; yeast lacking PDR1 and PDR3 efflux regulators; hit rate 0.32% among 310,000; inhibition, % at 9.4 µM; AID 504621;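 active = every replicate shows inhibition above about 80%, whatever the replicate mean, limit read from the data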;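 also: 0% = DMSO neutral controls and 100% = 20 µM radicicol positive controls; yeast relying on Plasmodium falciparum Hsp90 in place of its own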
CAL PDZ FP-1: human CAL PDZ-peptide interaction inhibition; purified CAL PDZ, TMR-peptide fluorescence polarization, 1 h; AID 504414; Q9HD26; inhibition, % at 20 µM; hit rate 0.02% among 330,000;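 active = highest replicate inhibition of at least 40%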;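 also: plate controls were DMSO neutral control wells for no effect and unlabeled competitor peptide control wells for full effect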
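Assay system – tagged CAL PDZ protein CerCALP, purified · Timing – 1 h at RT · Compound – single point, 20 µM · Measured by – fluorescence polarization from S- and P-plane intensities, G-factor corrected · Evaluation – inhibition from polarization loss · Probe or stimulus – TMR reporter peptide T*-PRC34 · Buffer or medium – pH 7.4 phosphate-saline buffer, reducing agent, detergent, IgG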
SR-BI uptake up: activators of SR-BI mediated HDL lipid uptake | AID 504775 | activation, % at 12.5 µM | CHO ldlA[mSR-BI] cells, DiI-HDL uptake fluorescence, 3 h; 100 = double the neutral-control signal | hit rate 0.096% among 320,000;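 active = mean replicate activation of at least 60% and every replicate at or above 60%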;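 also: 0% = median plate neutral-control signal and 100% = twice that signal; values of inactives mirror those of a sister screen read the other way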
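Assay system: CHO ldlA[mSR-BI] cells, LDL receptor-null, SR-BI overexpressing; medium: Ham's F12 with 0.5% BSA, HEPES 25 mM, pH 7.4; also added: DiI-HDL 10 µg/mL; timing: 3 h uptake period with compound, 37 °C; signal: DiI fluorescence, bottom read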
PvdQ acylase: blocks Pseudomonas aeruginosa PvdQ acylase activity | purified PvdQ acylase, fluorescence plate reader | AID 488965 | inhibition, % at 10 µM | hit rate 0.063% among 340,000; in the data active = inhibition above about 30%, passing the limit was not always enough;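 also: 0% = vehicle neutral wells and 100% = reference inhibitor wells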
MITF TRPM1 HTS: MITF TRPM1 promoter activation in melanoma cells | SK-MEL-5 TRPM1-promoter luciferase, 24 h; % of positive control, neutral wells = 0 | activation, % at 12.5 µM | hit rate 0.75% among 300,000 | AID 588334;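 active = mean activation of at least 80% with every replicate also reaching 80%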;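 also: 0% = neutral control wells and 100% = parthenolide positive control wells; values of inactives mirror those of a sister screen read the other way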
CAL PDZ FP-2: CAL PDZ (human) peptide binding inhibition; inhibition, % at 24.9 µM; AID 602252; purified CAL PDZ, TMR-peptide fluorescence polarization, 1 h; hit rate 0.92% among 300,000;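 active = mean inhibition of at least 30% with at least half of replicates also reaching 30%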;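 also: 0% = DMSO neutral control and 100% = excess unlabeled competitor peptide PRC23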
SR-BI DiI inh: blocks mouse SR-BI lipid uptake from DiI-HDL. Q61009. ldlA[mSR-BI] CHO cells, DiI-HDL uptake fluorescence, 3 h. inhibition, % at 12.5 µM. hit rate 0.96% among 320,000;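 active = mean replicate inhibition of at least 70% and a set share of replicates each scoring 70 or more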;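 also: 0% = median of neutral control wells and 100% = median of positive control wells; values of inactives mirror those of a sister screen read the other way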
dFosB act: enhances mouse delta FosB homodimer DNA binding; P13346; purified delta FosB, TAMRA-CDK5 oligo fluorescence polarization; percent of positive-control signal above neutral wells; activation, % at 25 µM; hit rate 0.99% among 340,000; AID 493131;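 active = mean activation above about 17%, with every replicate also reaching it, limit read from the data, passing the limit was not always enough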;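 also: fluorescence polarization rise as delta FosB binds a TAMRA Cdk5 AP-1 oligo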
Active calls of the source: *; . = not tested or not shown.

SMILES | Rtt109 HAT inh | NSD2 inh | PfHsp90 yeast 2 | CAL PDZ FP-1 | SR-BI uptake up | PvdQ acylase | MITF TRPM1 HTS | CAL PDZ FP-2 | SR-BI DiI inh | dFosB act
Cc1cccc(C(=O)NCC(=O)Nc2ccc(S(=O)(=O)Nc3nc(C)cc(C)n3)cc2)c1 | 1 | -1 | -16 | -0.1 | -12 | -15 | 0 | -2 | 12 | -3
Cc1sc2nc(SC3CCOC3=O)n(Cc3ccccc3)c(=O)c2c1C (configuration not stated) | -4 | 1 | -5 | -4.0 | 22 | -4 | 8 | -1 | -22 | -7
O=C(c1ccc(-c2ccccc2)cc1)c1ccccc1C(=O)N1CCOCC1 | 8 | 6 | 11 | -0.9 | 13 | -14 | 8 | -1 | -13 | -10
CC(=O)Oc1ccc(N2C(=O)C3C(C2=O)C(C(=O)c2ccc(Cl)cc2)N2CCCC32)cc1 (configuration not stated) | 3 | 1 | -18 | -2.8 | 7 | -6 | . | 27 | -7 | -6
N#CCCN(C(=O)COC(=O)/C=C/c1cccs1)c1ccccc1 | -12 | -4 | 21 | -0.2 | -23 | -6 | -1 | -1 | 23 | 4
Cc1nnc(NNS(=O)(=O)c2ccc(Cl)cc2)[nH]c1=O | 14 | -18 | 8 | -0.1 | . | 13 | 7 | 7 | . | 0
O=C(Nc1ccc2c(c1)OCO2)C1CCN(C(=O)c2cccs2)CC1 | -1 | 0 | -3 | -2.4 | 17 | -7 | 13 | 0 | -17 | 7
O=C(C[n+]1ccc(C(=O)NCc2ccccc2)cc1)c1ccc(Cl)cc1 | -7 | 2 | 7 | -1.9 | 12 | -2 | 9 | -5 | -12 | -1
CCCCOc1cccc(C2C(C(=O)c3cccs3)=C(O)C(=O)N2Cc2cccnc2)c1 (configuration not stated) | 7 | 0 | 18 | -2.6 | -11 | 7 | 5 | -3 | 11 | -12
COc1ccc(C(C)NC(=O)CC23CC4CC(CC(C4)C2)C3)cc1 (configuration not stated) | -10 | -3 | -7 | 0.3 | -11 | 3 | 9 | . | 11 | -9
C[C@H](NS(=O)(=O)c1ccccc1)C(=O)N1CCN(C(c2ccccc2)c2ccccc2)CC1 | -5 | -1 | -6 | -0.6 | 11 | 8 | 10 | 1 | -11 | -16
CCOC(=O)COc1c(Br)cc(/C=C2\SC(=O)N(CC(=O)N3CCCC3)C2=O)cc1OC | -3 | 6 | . | 0.1 | -72 | -4 | . | -1 | 72* | -2
COc1ccc(Cl)cc1S(=O)(=O)N(C)CC(=O)NCCCn1ccnc1 | 0 | 0 | -21 | -0.5 | 9 | -15 | 1 | -4 | -9 | -2
COc1cccc(C(=O)N2CCN(Cc3ccccn3)CC2)c1OC | -8 | -36 | -10 | -2.0 | 24 | -18 | 2 | -1 | -24 | 5
CCN(CC)CCNC(=O)c1cc2c(=O)n(C)c3ccccc3c2s1 | -2 | 29 | -39 | -1.0 | -14 | 8 | 10 | 1 | 14 | -42
Cc1ccn2c(NC(C)(C)C)c(-c3cccs3)nc2c1 | -7 | -2 | -10 | 0.3 | -31 | -13 | -5 | -1 | 31 | 0
O=C(Nc1ccc(Cl)c(S(=O)(=O)N2CCOCC2)c1)C1=NN(c2ccccc2)C(=O)CC1 | -1 | 2 | 2 | -2.6 | -47 | -15 | -7 | . | 47 | -8
CC(=O)N1CC2(CC(=O)OC(C)C)CN(C(C)=O)CC(CC(=O)OC(C)C)(C1)C2=O | -1 | -3 | 11 | -0.1 | 11 | -15 | -4 | 1 | -11 | 3
O=C1NCCN1CCN1C(=O)c2ccccc2NC1c1ccccc1 (configuration not stated) | -49 | -1 | -7 | -0.5 | 6 | -16 | -8 | 3 | -6 | -1
C=CC[C@@H](Cc1ccc(F)cc1)C(=O)OC[C@@H]1CCCN1C(=O)[C@H](CC=C)CC(=O)N[C@H](CO)Cc1ccccc1 | 6 | . | 21 | -0.7 | -42 | -23 | -3 | -5 | 42 | 0
COc1ccc(-c2cc(C)no2)cc1S(=O)(=O)Nc1cccc(C)c1 | 7 | 0 | -9 | -2.6 | -3 | -2 | 12 | -1 | 3 | -6
O=S(=O)(c1ccc(Cl)cc1)c1cnc(-c2cccnc2)nc1-c1ccccc1 | -5 | 25 | . | 0.4 | 5 | 4 | . | 3 | -5 | 0
CCn1c(C)nc2cc(C(=O)NNC(=O)CCC3CCCCC3)ccc21 | 0 | 1 | -1 | -1.6 | -34 | -11 | -1 | -4 | 34 | -9
CC(=O)N1CCc2c(sc3c2c(=O)n(-c2ccccc2)c(=O)n3CC(=O)NCC2CCCO2)C1 (configuration not stated) | 7 | . | 1 | -0.7 | 15 | 15 | . | -1 | -15 | -9
c1ccc(Cn2c(Nn3cnnc3)nc3ccccc32)cc1 | 4 | 2 | 13 | -0.1 | 14 | -1 | . | -6 | -14 | 2
Cc1nn(C)cc1C(C)Nc1nc2nonc2nc1N1CCCCC1 (configuration not stated) | 11 | -5 | . | 0.2 | 4 | -12 | -2 | -3 | -4 | -9
O=c1cc(C(F)F)oc2c1ccc1ccccc12 | -5 | . | . | -0.9 | 15 | 10 | 26 | -2 | -15 | -4
NCCCCCc1cn([C@@H](CO)C(=O)NCCCCCCCCCCC(=O)N2CCNCC2)nn1 | 3 | . | -36 | -0.3 | 8 | -13 | 0 | 2 | -8 | 8
CC(=O)Nc1ccccc1NS(=O)(=O)c1ccc(Cl)cc1 | 0 | -1 | -1 | -0.4 | 10 | -8 | -1 | 4 | -10 | -10
Cc1cccc(-c2noc(CN(C)S(=O)(=O)c3cc(Cl)ccc3Cl)n2)c1 | -8 | -1 | -19 | -0.1 | -2 | -11 | 2 | . | 2 | 0
O=C(N/N=C1/CCSC1)c1cc(Br)ccc1O | 3 | -1 | 11 | -0.6 | -11 | -11 | 9 | 3 | 11 | -9
Nc1nnc(Cc2ccccc2F)s1 | -1 | -1 | 0 | -0.6 | 13 | -11 | 18 | 4 | -13 | 3
c1ccc(OCCSc2nc3ccccc3o2)cc1 | -6 | -7 | -16 | 0.3 | 16 | 13 | 50 | 0 | -16 | 1
CCOC(=O)c1c(C)c(-c2ccccc2)n(CC(=O)N2CCN(C)CC2)c1C | 2 | . | 12 | -0.4 | 18 | 3 | . | . | -18 | -7
C/C=C1\C(OC2OC(CO)C(O)C(O)C2O)OC=C(C(=O)OC)C1CC(=O)OCC1C(C)C(OC(=O)CC2C(C(=O)OC)=COC(OC3OC(CO)C(O)C(O)C3O)/C2=C\C)CC1C(CO)CO (configuration not stated) | 11 | . | -3 | 0.5 | 1 | -15 | -5 | -1 | -1 | -2
CC(=O)OCCNc1cc(Sc2nc3ccccc3[nH]2)c2nonc2c1[N+](=O)[O-] | 70* | 1 | 1 | -2.7 | 3 | 12 | -80 | -4 | -3 | -3
CCCc1cc(=O)[nH]c(SCC(=O)c2cc(C)n(-c3c(C)n(C)n(-c4ccccc4)c3=O)c2C)n1 | . | 6 | 2 | 0.6 | 5 | 3 | 3 | -3 | -5 | -13
Cc1ccc(C(=O)NC(=S)NCc2ccccc2)cc1 | -2 | -3 | 5 | . | -10 | -10 | 28 | -5 | 10 | -11
C=C(C)CNC(=O)c1ccc2nc(Cc3ccc(OC)cc3)oc2c1 | 4 | 0 | 0 | -2.2 | 13 | -4 | . | . | -13 | 0
CC(C)OC(=O)c1ccc(OC(=O)c2cccnc2)cc1 | -10 | 0 | 13 | -1.7 | -6 | -6 | -7 | -3 | 6 | -1

Single records, as listed above. Values in the order: Rtt109 HAT inh, NSD2 inh, PfHsp90 yeast 2, CAL PDZ FP-1, SR-BI uptake up, PvdQ acylase, MITF TRPM1 HTS, CAL PDZ FP-2, SR-BI DiI inh, dFosB act
Results for COc1ccc(-c2cc(C)no2)cc1S(=O)(=O)Nc1cccc(C)c1 = 7, 0, -9, -2.6, -3, -2, 12, -1, 3, -6
Results for CCCc1cc(=O)[nH]c(SCC(=O)c2cc(C)n(-c3c(C)n(C)n(-c4ccccc4)c3=O)c2C)n1 = ., 6, 2, 0.6, 5, 3, 3, -3, -5, -13
Results for C/C=C1\C(OC2OC(CO)C(O)C(O)C2O)OC=C(C(=O)OC)C1CC(=O)OCC1C(C)C(OC(=O)CC2C(C(=O)OC)=COC(OC3OC(CO)C(O)C(O)C3O)/C2=C\C)CC1C(CO)CO (configuration not stated) = 11, ., -3, 0.5, 1, -15, -5, -1, -1, -2
Results for Cc1ccc(C(=O)NC(=S)NCc2ccccc2)cc1 = -2, -3, 5, ., -10, -10, 28, -5, 10, -11

The list continues:
SMILES | Rtt109 HAT inh | NSD2 inh | PfHsp90 yeast 2 | CAL PDZ FP-1 | SR-BI uptake up | PvdQ acylase | MITF TRPM1 HTS | CAL PDZ FP-2 | SR-BI DiI inh | dFosB act
NC(=O)CC1C(=O)N(c2ccccc2)C(=S)N1NC(=O)c1ccccc1 (configuration not stated) | -4 | -1 | -9 | -0.4 | 11 | 15 | 3 | 0 | -11 | -1
COCCN(C(=O)c1cc(-c2ccccc2Cl)nc2ccccc12)c1c(N)n(CC(C)C)c(=O)[nH]c1=O | 13 | 0 | . | -1.1 | -25 | 2 | -2 | -4 | 25 | -6
CN(C)S(=O)(=O)N1CCN(Cc2ccccc2)CC1 | 12 | 1 | -2 | -0.9 | 49 | -4 | -8 | -3 | -49 | 9
NC(=O)c1nsc(C(=O)N(c2cccc(F)c2)C(C(=O)NCc2ccccc2)c2ccc(O)cc2)c1N (configuration not stated) | -3 | 3 | 13 | -3.4 | . | -6 | 23 | -10 | . | -14
COCCCNC(=S)NNC(=S)Nc1ccc(OC)cc1 | 7 | 5 | 12 | -0.3 | 6 | -14 | . | . | -6 | -1

For reference, part of the list above.
SMILES | Rtt109 HAT inh | NSD2 inh | PfHsp90 yeast 2 | CAL PDZ FP-1 | SR-BI uptake up | PvdQ acylase | MITF TRPM1 HTS | CAL PDZ FP-2 | SR-BI DiI inh | dFosB act
C=C(C)CNC(=O)c1ccc2nc(Cc3ccc(OC)cc3)oc2c1 | 4 | 0 | 0 | -2.2 | 13 | -4 | . | . | -13 | 0
CC(C)OC(=O)c1ccc(OC(=O)c2cccnc2)cc1 | -10 | 0 | 13 | -1.7 | -6 | -6 | -7 | -3 | 6 | -1
NC(=O)CC1C(=O)N(c2ccccc2)C(=S)N1NC(=O)c1ccccc1 (configuration not stated) | -4 | -1 | -9 | -0.4 | 11 | 15 | 3 | 0 | -11 | -1
COCCN(C(=O)c1cc(-c2ccccc2Cl)nc2ccccc12)c1c(N)n(CC(C)C)c(=O)[nH]c1=O | 13 | 0 | . | -1.1 | -25 | 2 | -2 | -4 | 25 | -6
CN(C)S(=O)(=O)N1CCN(Cc2ccccc2)CC1 | 12 | 1 | -2 | -0.9 | 49 | -4 | -8 | -3 | -49 | 9
